From PubChem
LEDGF integ inh – blocks HIV-1 LEDGF/p75-dependent DNA integration; TR-FRET IN-LEDGF/p75 DNA integration, Eu/Cy5; inhibition, % at 3.7 µM; hit rate 0.64% among 370,000;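 active = inhibition above the screen-wide mean plus 3 SD, cut at about 13% in these data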;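 note: signal is the Cy5 over europium emission ratio at 671 and 618 nm; 0% = plate median of compound wells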
UHRF1 MBD2 ctr – human UHRF1 methylated DNA binding inhibitors; inhibition, % at 4.4 µM; Q96T88; hit rate 0.75% among 370,000; UHRF1 binding to methylated oligo, TR-FRET; AID 687016; in the data active = inhibition above about 21%;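 note: UHRF1 SRA domain binding a hemimethylated CpG hairpin DNA probe; 0% = median of test compound wells and 100% = reference inhibitor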
TDP2 inh – TDP2 (human) inhibition, absorbance primary screen | O95551 | recombinant TDP2, T5PNP hydrolysis, p-nitrophenol absorbance 415 nm | inhibition, % at 12.8 µM | hit rate 0.34% among 370,000 | AID 720702;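 active = inhibition above the mean of all tested compounds plus 3 SD, set per campaign, cut at about 25% in these data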;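 note: 0% = DMSO with enzyme and 100% = buffer with substrate but no TDP2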
Target sequence (O95551 whole entry, looked up): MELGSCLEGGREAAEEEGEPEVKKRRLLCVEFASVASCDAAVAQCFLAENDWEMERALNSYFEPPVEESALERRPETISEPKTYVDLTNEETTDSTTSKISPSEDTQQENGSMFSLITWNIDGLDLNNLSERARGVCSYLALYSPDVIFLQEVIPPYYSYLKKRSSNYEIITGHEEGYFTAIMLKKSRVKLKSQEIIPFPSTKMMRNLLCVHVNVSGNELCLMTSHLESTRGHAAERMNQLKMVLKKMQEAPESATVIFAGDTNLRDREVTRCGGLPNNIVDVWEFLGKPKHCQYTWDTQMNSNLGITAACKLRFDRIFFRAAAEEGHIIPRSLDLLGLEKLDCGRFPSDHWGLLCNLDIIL
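Test system: Human TDP2 enzyme | Reagent: 5 mM T5PNP | Compound dosing: 12.8 µM single point, 1% DMSO | Incubation: Enzyme reaction with compound for 2 h at 37 °C | Technique: p-Nitrophenol epi absorbance | Read-out: % inhibition relative to enzyme-containing and enzyme-free wells | Benchmarks: High control without enzyme, low control DMSO plus TDP2 | Replicates: Singlicate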
PG9 binder – small molecules binding HIV-1 gp120 antibody PG9. TR-FRET gp120-PG9 antibody binding. inhibition, % at 6.7 µM. hit rate 0.43% among 360,000. AID 624416; in the data active = inhibition above about 8.5%
PRMT1 FP inh – PRMT1 (human) inhibition, primary screen; Q99873; recombinant PRMT1, activity-based probe fluorescence polarization; inhibition, % at 2.79 µM; hit rate 1.3% among 370,000; AID 652257;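 active = inhibition above about 21% made by adding two undisclosed values, limit read from the data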
SIAE inh – inhibitors of human sialic acid acetylesterase SIAE; hit rate 0.69% among 370,000; SIAE FP-Rh probe binding, fluorescence polarization; inhibition, % at 9.66 µM; Q9HAT2;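 active = inhibition above a cutoff: mean of compounds within the control limits plus 3 SD of those, cut at about 17% in these data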;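 note: 0% = plate median of compound wells and 100% = probe without SIAE protein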
Target sequence (Q9HAT2 whole entry, looked up): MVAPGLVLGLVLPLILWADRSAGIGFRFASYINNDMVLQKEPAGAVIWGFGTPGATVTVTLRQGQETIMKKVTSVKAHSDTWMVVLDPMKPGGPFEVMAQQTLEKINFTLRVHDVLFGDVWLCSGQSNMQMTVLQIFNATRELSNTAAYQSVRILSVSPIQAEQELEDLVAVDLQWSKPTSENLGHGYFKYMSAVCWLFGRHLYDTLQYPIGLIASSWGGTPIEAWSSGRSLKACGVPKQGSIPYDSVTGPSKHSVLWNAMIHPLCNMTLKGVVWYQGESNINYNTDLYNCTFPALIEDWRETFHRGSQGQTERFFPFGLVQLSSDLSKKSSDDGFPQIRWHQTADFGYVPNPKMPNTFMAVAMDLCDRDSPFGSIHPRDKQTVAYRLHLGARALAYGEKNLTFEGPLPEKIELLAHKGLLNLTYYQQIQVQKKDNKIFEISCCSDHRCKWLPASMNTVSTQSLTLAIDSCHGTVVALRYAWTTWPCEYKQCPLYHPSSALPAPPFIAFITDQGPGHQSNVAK
HTRA1 inh – HTRA1 (human) protease inhibition; Q92743; recombinant HTRA1, FP-rhodamine activity-based probe, fluorescence polarization; inhibition, % at 5.96 µM; hit rate 0.5% among 340,000; AID 504803; in the data active = inhibition above about 36%;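 note: 0% = enzyme with DMSO and 100% = wells lacking enzyme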
mABHD4 FP – inhibits mouse alpha/beta hydrolase domain 4; AID 720543; purified mABHD4, FP-Rh probe fluorescence polarization; Q8VD66; inhibition, % at 8.92 µM; hit rate 0.54% among 370,000;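 active = inhibition exceeding the mean over every tested compound plus 3 SD, cut at about 30% in these data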;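 note: 0% = plate median of compound wells and 100% = S159A mutant with DMSO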
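Test system: mouse ABHD4 enzyme, wild type. Reagent: FP-Rh fluorescent activity-based probe, added after compound pre-incubation. Timing: pre-incubation 45 min, probe exposure 60 min, at 25 °C. Technique: FP readout, ex 525 nm / em 598 nm. Benchmarks: high control S159A mutant with DMSO, low control median of compound wells.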
TCR-CD3 inh – blocks the human TCR-CD3 interaction; TAMRA-labeled TCR probe fluorescence, biochemical; inhibition, % at 9.4 µM; hit rate 0.37% among 360,000; AID 651800; in the data active = inhibition above about 19%;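 note: recombinant mutant TCR 2C K166C tagged with TAMRA read by polarization; 0% = receptor in buffer alone and 100% = receptor with positive control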
Tn7 DDE FP – inhibitors of Tn7 peptide binding to human fibrin DD(E) | AID 720508 | hit rate 0.13% among 370,000 | FP displacement of FITC-Tn7 peptide from fibrin DD(E); 0% = median of compound wells per plate | inhibition, % at 8.3 µM | P02675;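 active = inhibition above the mean of compounds falling within the control limits plus 3 SD of them, cut at about 14% in these data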;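 note: 0% = plate median of compound wells and 100% = 10 µM Aha-Tn7 peptide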
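Test system – human fibrin DD(E) · Times – 10 min preincubation, 3 h with tracer, room temperature · Detection – fluorescence polarization of the labelled Tn7 tracer · Measure – percent inhibition normalized to high-control wells · Benchmarks – high control wells with 10 µM unlabelled Aha-Tn7 peptide (full inhibition) · Repeats – singlicate testing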
* hit, by the source's call; · = not tested or not shown.

No. | mol | PG9 binder | PRMT1 FP inh | UHRF1 MBD2 ctr | LEDGF integ inh | HTRA1 inh | Tn7 DDE FP | SIAE inh | mABHD4 FP | TDP2 inh | TCR-CD3 inh
1 | COc1ccc(S(=O)(=O)Nc2ccccc2-c2nc3ccccc3[nH]c2=O)cc1 | 0.8 | -2 | -3 | 1 | 0 | 0 | 4 | -4 | 12 | 6
2 | CCC(=O)c1ccc(OCC(=O)Nc2ccccc2C(=O)N2CCCCC2)cc1 | -1.3 | 2 | -1 | -4 | 4 | 1 | 4 | 5 | 5 | -2
3 | Cc1[nH]n(-c2ccccc2)c(=O)c1C(c1cccc([N+](=O)[O-])c1)c1c(C)[nH]n(-c2ccccc2)c1=O | -1.3 | 3 | 16 | 27* | 11 | -3 | 12 | 6 | 90* | -4
4 | Cc1noc(C)c1C(=O)NCCC1=CCCCC1 | -2.6 | -1 | 0 | -1 | -1 | 6 | -1 | -2 | 8 | 4
5 | Cc1cc([N+](=O)[O-])nn1CCCC(=O)NC(C)c1ccccc1 (configuration not stated) | -2.2 | 0 | 4 | -1 | -3 | 1 | 13 | -1 | 9 | -6
6 | NC(=O)c1ccc(NC(=O)COC(=O)/C=C/c2cn(-c3ccccc3)nc2-c2cccnc2)cc1 | 7.7 | -5 | -5 | -4 | -47 | 9 | -57 | -34 | 10 | -1
7 | O=C(NC1CCCC1)C(c1ccncc1)N(C(=O)c1csnn1)c1ccc(F)cc1 (configuration not stated) | 1.3 | 0 | 0 | 3 | 5 | 7 | 1 | -5 | 3 | 5
8 | O=C(Nc1cc(Cl)cc(Cl)c1)OCCN1CCCC12CCC(c1ccccc1)CC2 (configuration not stated) | · | -5 | -2 | 0 | · | 2 | -10 | 2 | 5 | ·
9 | COC(=O)c1cc(S(=O)(=O)NCC2CCN(Cc3ccccc3F)CC2)c[nH]1 | 0.5 | -2 | 1 | -2 | 2 | -3 | -2 | 3 | -6 | 2
10 | Cn1cc(/C=C2\SC(=S)N(NC(=O)c3cccc(Cl)c3)C2=O)c2ccccc21 | -1.1 | -3 | 0 | 0 | 6 | -2 | -8 | -2 | 1 | 3
11 | O=[N+]([O-])c1cccc(NC(=S)N2CCN(S(=O)(=O)c3ccccc3)CC2)c1 | -2.0 | 1 | 0 | -1 | -2 | -2 | -1 | -4 | 1 | 7
12 | CN1CCN(c2oc(Cc3cccc4ccccc34)nc2C#N)CC1 | 0.2 | 2 | -1 | -4 | -3 | 7 | -3 | 9 | 8 | -10
13 | O=C(CC1SC(N2CCOCC2)=NC1=O)Nc1ccccc1Cl (configuration not stated) | 1.5 | 6 | 1 | -2 | 3 | -5 | -9 | 2 | 2 | -4
14 | COc1ccc(-c2c(C#Cc3ccsc3)c3cc(-c4ccc5cc[nH]c5c4)ccc3n2C)cc1 | 0.3 | -6 | 12 | 2 | 7 | -3 | -7 | -2 | -18 | 2
15 | O=C(Oc1ccc(Cl)c2cccnc12)N1CCCCCC1 | 0.1 | 8 | 1 | -1 | -9 | 5 | -2 | -15 | -1 | -4
16 | CC(=NCCc1c(C)[nH]c2ccc(OC(F)(F)F)cc12)C1=C(O)CC(c2ccccc2)CC1=O (configuration not stated) | 0.3 | -2 | -5 | 2 | 1 | 4 | 3 | 5 | 9 | 2
17 | CCC(C(=O)N1CCN(S(=O)(=O)c2ccc(F)cc2)CC1)c1ccccc1 (configuration not stated) | -1.0 | -2 | 1 | 7 | -2 | -6 | -7 | -3 | -8 | -10
18 | COC(=O)C1=C(Nc2cc(Cl)cc(Cl)c2)CSC1 | -0.4 | 0 | 1 | 1 | 3 | 1 | 2 | 2 | 1 | 7
19 | O=C(O)C1CC=CCC1C(=O)NNc1ccccc1 (configuration not stated) | -0.8 | -3 | -2 | -1 | 6 | 3 | 2 | 2 | 5 | 2
20 | CCOc1ccc2oc(-c3ccccc3)c(C(=O)N3CCN(C)CC3)c2c1 | 0.2 | -3 | -1 | 1 | -5 | -1 | 9 | 0 | -9 | 7
21 | Cn1cccc1C(=O)NC(=O)COC(=O)CC12CC3CC(CC(C3)C1)C2 | -0.9 | 1 | -2 | 3 | -8 | 5 | -2 | -3 | 0 | 4
22 | Cn1c(Cc2ccccc2)nnc1SCC(=O)NC1CCCCC1 | -0.3 | 3 | -1 | -1 | 1 | 4 | 2 | 4 | -4 | 7
23 | O=C(Nc1ccc(Cl)cc1)c1cccc(S(=O)(=O)Nc2ccccn2)c1 | 0.4 | 3 | 4 | -4 | -12 | 4 | -14 | -20 | -4 | 1
24 | CC(C)(C)NS(=O)(=O)c1ccc(OCC(=O)NCC2CCCO2)cc1 (configuration not stated) | 2.4 | 3 | 2 | -1 | 4 | 2 | 0 | 5 | 7 | -2
25 | CCOC(=O)C1(C)CCN1C(=O)c1cncc(Br)c1 (configuration not stated) | 0.7 | -3 | -1 | 1 | · | -14 | 0 | 1 | -12 | 1

Other compounds.
No. | mol | PG9 binder | PRMT1 FP inh | UHRF1 MBD2 ctr | LEDGF integ inh | HTRA1 inh | Tn7 DDE FP | SIAE inh | mABHD4 FP | TDP2 inh | TCR-CD3 inh
26 | CN(C)c1ccc(Nc2ccc([N+](=O)[O-])cn2)cc1 | -17 | 11 | -9 | -99 | 14 | -6 | 8 | 12 | -27 | -6
27 | Cc1ccc(NS(=O)(=O)c2ccccc2F)cc1S(=O)(=O)N1CCCCCC1 | 0.5 | 2 | -3 | 0 | -6 | 0 | 6 | -2 | 4 | 0
28 | CCOCC(=O)Nc1ccc([N+](=O)[O-])cc1OC | -1.7 | -3 | -3 | -3 | 0 | 0 | 0 | 8 | 5 | 6
29 | Cc1csc(=O)n1CCC(=O)OCC(=O)Nc1ccc(C(N)=O)cc1 | -0.3 | 0 | 1 | 4 | 1 | 2 | 0 | -4 | -4 | 7
30 | O=C(NC12CC3CC(CC(C3)C1)C2)N1CCC(O)(c2ccc3c(c2)OCO3)CC1 | -0.1 | -4 | 3 | 2 | -2 | -3 | 0 | 1 | 1 | -6
31 | CC(NC(=O)COC(=O)CN1C(=O)NC2(CCCC2)C1=O)c1ccc(F)cc1 (configuration not stated) | 0.3 | -2 | -4 | -2 | 10 | 7 | 2 | -1 | -3 | 5
32 | CCn1c(/N=C/c2c[nH]c3ccccc23)nc2ccccc21 | 2.1 | -1 | -3 | 0 | 3 | -1 | -2 | 7 | 9 | -5
33 | COc1ccc(CC(=O)NCc2ccc(-n3cccc3)cc2)cc1OC | -0.8 | 1 | -2 | -2 | 5 | 4 | 4 | -1 | 7 | 3
34 | COC(=O)/C(=C/c1ccco1)NC(=O)c1ccc(Br)o1 | 0.5 | 5 | -6 | 0 | 3 | 1 | 5 | 6 | 4 | -1
35 | COc1ccc(CSc2nnc(-c3cccc(C)c3)n2C)cc1 | · | 9 | 0 | 1 | · | -8 | 5 | -4 | -4 | ·
36 | Cc1cccc(N2CC(C(=O)Nc3ccc(S(=O)(=O)Nc4nccs4)cc3)CC2=O)c1C (configuration not stated) | -1.8 | -3 | 1 | 2 | 5 | -8 | 2 | 3 | 6 | 3
37 | O=C(CSc1nnc(-c2ccco2)o1)c1ccc[nH]1 | -2.6 | 5 | 1 | 3 | 9 | 0 | 2 | 9 | 1 | 8
38 | COc1ccc(S(=O)(=O)N2CC=C(c3ccccc3)CC2)cc1OC | 0.5 | 1 | -1 | -2 | -9 | -2 | 4 | -7 | -1 | -8
39 | Cc1ccc(N(C(=O)C(F)(F)F)C(C(=O)NC2CCCCC2)c2cccs2)cc1 (configuration not stated) | -0.7 | 2 | 10 | -3 | -7 | -3 | 7 | -3 | 7 | 3
40 | CC(=O)Nc1nc2ccccc2n1Cc1ccc(C)cc1 | 0.8 | -3 | -1 | 2 | -8 | 10 | -1 | -5 | 10 | 2
41 | CCCN(CCC)Cc1c(C(=O)N/N=C/C(C)=C\c2ccco2)nnn1-c1nonc1N | -3.0 | 2 | -5 | 4 | -27 | 4 | 3 | -7 | 13 | 5
42 | CCOc1cc(N2CCOCC2)c(OCC)cc1NC(=O)COC(=O)[C@@H]1CCCN1S(=O)(=O)c1ccccc1F | 0.1 | 0 | -3 | -3 | -8 | 6 | 2 | -3 | 1 | 4
43 | c1cc(CNc2ccc3c(c2)OCO3)ccn1 | -3.6 | 37* | -4 | -2 | 16 | 6 | 19* | 19 | 4 | 17
44 | CNc1ccccc1C(=O)OCC(=O)c1ccc(F)cc1 | 1.9 | 1 | -4 | 0 | -3 | 5 | 10 | -2 | 2 | -7
45 | COc1ccc(OCC(=O)Nc2ccc(N3CCN(C(=O)c4ccccc4)CC3)c(Cl)c2)cc1 | 0.2 | 2 | 1 | -1 | -29 | -2 | -7 | -2 | 6 | -3
46 | COC1=C[C@H](C(=O)NCc2ccc(OC)cc2)C(C)C(c2ccccc2)CC1=O (some centres not stated) | · | 3 | 4 | 5 | · | 8 | 7 | -8 | 4 | ·

Single records (already shown). Order of values: PG9 binder, PRMT1 FP inh, UHRF1 MBD2 ctr, LEDGF integ inh, HTRA1 inh, Tn7 DDE FP, SIAE inh, mABHD4 FP, TDP2 inh, TCR-CD3 inh
Shown for COC(=O)c1cc(S(=O)(=O)NCC2CCN(Cc3ccccc3F)CC2)c[nH]1 → 0.5, -2, 1, -2, 2, -3, -2, 3, -6, 2
Shown for COc1ccc(S(=O)(=O)N2CC=C(c3ccccc3)CC2)cc1OC → 0.5, 1, -1, -2, -9, -2, 4, -7, -1, -8

Arranged by value in UHRF1 MBD2 ctr (rising): 6 from the list above
nr	SMILES	PG9 binder	PRMT1 FP inh	UHRF1 MBD2 ctr	LEDGF integ inh	HTRA1 inh	SIAE inh	mABHD4 FP	TDP2 inh	TCR-CD3 inh
34	COC(=O)/C(=C/c1ccco1)NC(=O)c1ccc(Br)o1	0.5	5	-6	0	3	5	6	4	-1
41	CCCN(CCC)Cc1c(C(=O)N/N=C/C(C)=C\c2ccco2)nnn1-c1nonc1N	-3.0	2	-5	4	-27	3	-7	13	5
31	CC(NC(=O)COC(=O)CN1C(=O)NC2(CCCC2)C1=O)c1ccc(F)cc1 (configuration not stated)	0.3	-2	-4	-2	10	2	-1	-3	5
28	CCOCC(=O)Nc1ccc([N+](=O)[O-])cc1OC	-1.7	-3	-3	-3	0	0	8	5	6
40	CC(=O)Nc1nc2ccccc2n1Cc1ccc(C)cc1	0.8	-3	-1	2	-8	-1	-5	10	2
29	Cc1csc(=O)n1CCC(=O)OCC(=O)Nc1ccc(C(N)=O)cc1	-0.3	0	1	4	1	0	-4	-4	7
